Hep lipid drop = hepatic lipid droplet formation modulation; AML12 mouse hepatocytes, oleate lipid droplets, BODIPY imaging; inhibition, % at 6.5 µM; 240,000 tested, 0.4% active; AID 1656;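 active = lipid droplet intensity inhibited by at least 50%, with more than 500 cells counted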
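material = mouse AML12 hepatocyte cell line, fixed after treatment | also added = 100 µM oleic acid challenge | doses = compound at 6.5 µM only | schedule = overnight exposure | technique = Image-based BODIPY and DAPI two-channel analysis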
Myeloid diff 2 = promotes myeloid progenitor differentiation. AID 624256. 360,000 tested, 1% active. ER-HoxA9 myeloid progenitors, lysozyme-GFP differentiation, flow cytometry. calls only at 10 µM;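 active = normalized GFP-positive differentiation at or above the plate's own cutoff, the solvent-only control mean plus 3 SD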;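 also: cells exposed to compound for four days before flow analysis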
T cell modulator = T cell immune modulation candidate; 2C CD8+ T cell-vesicle binding, flow cytometry; stronger effect = lower value; calls only at 7 µM; 330,000 tested, 0.068% active;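 active = response, share of CD8 T cells binding vesicles, and their 90th percentile fluorescence all below set limits, cut at about 80% in these data, passing the limit was not always enough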
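Benchmarks: naked versus QL9-loaded vesicles / Assay system: purified 2C TCR transgenic mouse naive CD8+ T cells / Technique: high-throughput flow cytometry with anti-B7-1 and anti-CD8 staining / Timing: Cell–vesicle co-incubation 1.5 h at 37 °C, staining 20 min on ice / Read-out: percent CD8+ FL2 mean versus row control / Probe or stimulus: QL9-loaded Drosophila micro-vesicles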
Hep lipid drop cells 6.5 µM = also measured in Hep lipid drop; calls as there; cell count; measured here: cell count, cytotoxicity flag;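 cells counted across two imaged fields per well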
T cell modulator vesicle-bound % = second read-out of T cell modulator, no call of its own (marks repeat the call); double positive events, %; measured here: CD8+ vesicle-bound cell fraction;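 binding gate set so that unloaded-vesicle control wells show 10% double positive cells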
Myeloid diff 2 GFP+ MAC1+ % = also measured in Myeloid diff 2; calls as there; GFP+ MAC1+ double positive, %; measured here: differentiation confirmed by MAC1 staining
* hit, by the source's call; i = inactive. Not all compounds are listed. The share of hits here may be higher or lower than overall.

Key to letters – A = Hep lipid drop; B = Hep lipid drop cells 6.5 µM; C = Myeloid diff 2; D = Myeloid diff 2 GFP+ MAC1+ %; E = T cell modulator; F = T cell modulator vesicle-bound %
1	CCOc1ccc(NC(=S)N2CCC(NC(=O)c3ccco3)CC2)cc1
  A: -3; B: 766; C: i; D: 0.4; E: i; F: 17
2	Oc1ccc2ccccc2c1CNc1ccccn1
  A: 7; B: 811; C: i; D: 0.8; E: i; F: 48
3	CCC1OC(c2ccc([N+](=O)[O-])cc2)=Nc2ccccc21 (centres undefined)
  A: -1; B: 805; C: i; D: 0.6; E: i; F: 12
4	COc1ccccc1C(=O)Nc1cccc(NC(=O)c2ccccc2C)c1
  A: 34; B: 818; C: i; D: 0.2; E: i; F: 60
5	COc1cccc(OCc2cc(C(=O)N(Cc3ccccc3)CC3CC3)no2)c1
  A: -62; B: 639; C: i; D: 1.0; E: i; F: 2
6	CCCCSc1nc2sc3c(c2c(=O)n1-c1ccccc1)CCN(C)C3
  A: -11; B: 799; C: i; D: 1.3; E: i; F: 46
7	CC(=O)Cn1c(=O)c2c(nc3n2CCCN3Cc2ccccc2)n(C)c1=O
  A: 11; B: 704; C: i; D: 0.0; E: i; F: 49
8	COc1ccc(S(=O)(=O)N2CCN(C(=O)N(C)C)C2C)cc1 (centres undefined)
  A: 24; B: 781; C: i; D: 0.4; E: i; F: 28
9	O=C(N/N=C/c1cccnc1)c1cccc(NC(=O)c2ccc(Cl)cc2)c1
  A: 8; B: 674; C: i; D: 3.0; E: i; F: 19
10	COC(=O)c1cn(C(=O)c2cc(OC)c(OC)c(OC)c2)c2ccccc12
  A: 11; B: 805; C: i; D: 0.5; E: i; F: 36
11	Cc1cc(=O)n2nc(N3CCCC(C(=O)NCc4ccc(Cl)cc4)C3)sc2n1 (centres undefined)
  A: -1; B: 665; C: i; D: 0.4; E: i; F: 29
12	CCOC(=O)c1oc2ccccc2c1NC(=O)c1ccco1
  A: 6; B: 645; C: i; D: 0.5; E: i; F: 35
13	CC1c2cc3c(cc2CCN1C(=O)c1cccc(F)c1)OCCCO3 (centres undefined)
  A: -1; B: 701; C: i; D: 8.6; E: i; F: 4
14	Cc1cc(C(=O)NCc2ccc3c(c2)OCO3)ccc1[N+](=O)[O-]
  A: -4; B: 848; C: i; D: 0.2; E: i; F: 52
15	O=C(NC(Cc1ccccc1)C(=O)O)/C(=C\c1ccc([N+](=O)[O-])cc1)NC(=O)c1ccco1 (centres undefined)
  A: 5; B: 862; C: i; D: 1.2; E: i; F: 64

Nine of the compounds above, with one line to a screen.
[1] CCOc1ccc(NC(=S)N2CCC(NC(=O)c3ccco3)CC2)cc1
[2] Oc1ccc2ccccc2c1CNc1ccccn1
[3] CCC1OC(c2ccc([N+](=O)[O-])cc2)=Nc2ccccc21 (centres undefined)
[4] COc1ccccc1C(=O)Nc1cccc(NC(=O)c2ccccc2C)c1
[5] COc1cccc(OCc2cc(C(=O)N(Cc3ccccc3)CC3CC3)no2)c1
[6] CCCCSc1nc2sc3c(c2c(=O)n1-c1ccccc1)CCN(C)C3
[7] CC(=O)Cn1c(=O)c2c(nc3n2CCCN3Cc2ccccc2)n(C)c1=O
[8] COc1ccc(S(=O)(=O)N2CCN(C(=O)N(C)C)C2C)cc1 (centres undefined)
[9] O=C(N/N=C/c1cccnc1)c1cccc(NC(=O)c2ccc(Cl)cc2)c1
assay / entry	1	2	3	4	5	6	7	8	9
Hep lipid drop	-3	7	-1	34	-62	-11	11	24	8
Hep lipid drop cells 6.5 µM	766	811	805	818	639	799	704	781	674
Myeloid diff 2	i	i	i	i	i	i	i	i	i
Myeloid diff 2 GFP+ MAC1+ %	0.4	0.8	0.6	0.2	1.0	1.3	0.0	0.4	3.0
T cell modulator	i	i	i	i	i	i	i	i	i
T cell modulator vesicle-bound %	17	48	12	60	2	46	49	28	19

(listing goes on)
Key to letters – A = Hep lipid drop; B = Hep lipid drop cells 6.5 µM; C = Myeloid diff 2; D = Myeloid diff 2 GFP+ MAC1+ %; E = T cell modulator; F = T cell modulator vesicle-bound %
16	COc1ccc(OC)c(NC(=O)CSc2nc3scc(C)c3c(=O)[nH]2)c1
  A: -2; B: 729; C: i; D: 0.3; E: i; F: 12
17	Cc1ccc(N(CC(=O)NC(C)c2ccccc2)S(=O)(=O)c2c(C)n[nH]c2C)cc1 (centres undefined)
  A: -13; B: 693; C: i; D: 11; E: i; F: 6
18	COc1ccc(Cl)cc1NC(=O)CN1CCN(C(=O)N2CCOCC2)CC1
  A: -7; B: 663; C: i; D: 0.5; E: i; F: 26
19	CC(C)Cc1nnc(NC(=O)CCC(=O)N2CCN(c3ccc(F)cc3)CC2)s1
  A: -4; B: 754; C: i; D: 0.6; E: i; F: 10
20	NS(=O)(=O)c1ccc(CCNC(=O)C(=O)NCC2OCCN2S(=O)(=O)c2cccs2)cc1 (centres undefined)
  A: -9; B: 820; C: i; D: 1.0; E: i; F: 61
21	N#Cc1ccc(C(=O)NC2=NCCS2)cc1
  A: -1; B: 805; C: i; D: 0.0; E: i; F: 34
22	COc1ccc(S(=O)(=O)N2CCOCC2)cc1NC(=O)COc1ccccc1OC
  A: -4; B: 754; C: i; D: 2.4; E: i; F: 22
23	COc1ccc(-c2cc(=O)oc3cc(OCC(=O)Nc4ccccn4)ccc23)cc1
  A: -2; B: 705; C: i; D: 2.8; E: i; F: 10
24	Cc1ccc(SCC(=O)NCc2ccccc2C)cc1
  A: -2; B: 811; C: i; D: 1.1; E: i; F: 29
25	COC(=O)c1cccc(NC(=O)c2ccc3c(c2)C(=O)N(Cc2cccnc2)C3=O)c1
  A: -2; B: 693; C: i; D: 0.6; E: i; F: 30
26	CSCC(=O)NC1CCCc2c1cnn2-c1ccc(C)c(C)c1 (centres undefined)
  A: 7; B: 853; C: i; D: 0.8; E: i; F: 62
27	COc1cccc(CCNC(=O)c2ccc(OC)c(OC3CCN(C(C)C)CC3)c2)c1
  A: 4; B: 650; C: i; D: 3.5; E: i; F: 59
28	CCc1nnc(NC(=O)c2cc(Cl)ccn2)s1
  A: -1; B: 772; C: i; D: 0.7; E: i; F: 20
29	CCOC(=O)c1c(S(=O)(=O)NCCc2ccccc2)c(C)n(C)c1C
  A: -21; B: 727; C: i; D: 11; E: i; F: 14
30	Cc1cc(SCc2cccc(Cl)c2)nc(=O)[nH]1
  A: -20; B: 744; C: i; D: 0.9; E: i; F: 26
31	CCn1c(CC(=O)Nc2ccccc2F)nnc1SCC(=O)Nc1nncs1
  A: -6; B: 746; C: i; D: 5.2; E: i; F: 32
32	CCc1nn(CC(=O)NC(C)CCc2ccccc2)c(=O)c2cc3cc(F)ccc3n12 (centres undefined)
  A: 16; B: 770; C: i; D: 7.5; E: i; F: 18

Whole records, quoted from the list.
`CSCC(=O)NC1CCCc2c1cnn2-c1ccc(C)c(C)c1` (centres undefined) across the screens: Hep lipid drop: 7; Hep lipid drop cells 6.5 µM: 853; Myeloid diff 2: i; Myeloid diff 2 GFP+ MAC1+ %: 0.8; T cell modulator: i; T cell modulator vesicle-bound %: 62
`Cc1ccc(N(CC(=O)NC(C)c2ccccc2)S(=O)(=O)c2c(C)n[nH]c2C)cc1` (centres undefined) across the screens: Hep lipid drop: -13; Hep lipid drop cells 6.5 µM: 693; Myeloid diff 2: i; Myeloid diff 2 GFP+ MAC1+ %: 11; T cell modulator: i; T cell modulator vesicle-bound %: 6
